# Pf Dd2 growth: Plasmodium falciparum Dd2 growth inhibition; hit rate 4.3% among 120,000; AID 1347417; P. falciparum Dd2 growth, SYBR Green, 72 h; Potency, µM (series often up to 28.9 µM), for the others: at the top dose activity, negative = inhibition, most hits filed as inhibitors; active = well fitted inhibition curve with a large enough effect; inconclusive = small, poorly fitted or top-dose-only effect; inactive = no such curve, though single readings can be large or run the other way;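 note: plate controls were DMSO vehicle for no effect and reference drug for full effect; nearly all actives have a fitted effect of over 65% in size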
#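 Readout: SYBR Green fluorescence, 485 nm excitation, 535 nm emission, after ~16 h lysis at 37C. Before that, Dd2-infected red cells (2.5% hematocrit) grew 72 h with compound, 29 uM top final concentration.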
# An asterisk follows results filed as active; i = inactive; ? = inconclusive; [ ] = dose if it differs, or a comment. Potency is the fitted concentration of half-maximal effect. A portion of the library; rates above refer to the full screens.
# Preview (three entries):
SMILES	Pf Dd2 growth
COc1ccc(-c2ccc3c(c2)C(=O)N2CC[C@H](NC(=O)CSC)[C@H]2C(=O)N3)cc1	i
CCN(CC)C(=O)[C@@H](C)C1CC[C@@]2(C)CC[C@H](NC(=O)COc3ccccc3)[C@@H](C)[C@@H]2[C@H]1O (some centres not stated)	?
Cc1ccc(NC(=O)N2CCN(Cc3nc4ccc(C)cc4o3)CC2)cc1	?

# Results, previewed entries included:
SMILES	Pf Dd2 growth
COc1ccc(-c2ccc3c(c2)C(=O)N2CC[C@H](NC(=O)CSC)[C@H]2C(=O)N3)cc1	i
CCN(CC)C(=O)[C@@H](C)C1CC[C@@]2(C)CC[C@H](NC(=O)COc3ccccc3)[C@@H](C)[C@@H]2[C@H]1O (some centres not stated)	?
Cc1ccc(NC(=O)N2CCN(Cc3nc4ccc(C)cc4o3)CC2)cc1	?
COc1cccc(C(=O)N2c3ccc(C)cc3C(C)(c3ccccc3)CC2(C)C)c1 (configuration not stated)	?
COc1cccc(S(=O)(=O)N2C[C@@H](Oc3ccccc3)C[C@@H]2C(=O)N2CCOCC2)c1	?
Cc1cc2c(cc1S(=O)(=O)Nc1ccc(OC(F)(F)F)cc1)OCC(=O)N2	?
CCc1ccc(C2C(C(=O)Nc3ccccc3OC)=C(C)Nc3c(C(=O)Nc4ccc(C)cc4)cnn32)cc1 (configuration not stated)	11.2µM*
O=C(COc1ccccc1)N1CCN(C(=O)c2nnn3c2COC(c2ccc(Cl)cc2)C3)CC1 (configuration not stated)	?
Cc1ccc(NC(=O)Cn2nc3c(cc2=O)CCCCC3)c(C)c1	-4.0%
COc1ccc(Br)cc1Cn1nnc(C(=O)Nc2ccc(C)cc2C)c1N	i
Cc1ccc(C(=O)N2CCc3sc(C(=O)NCc4ccc(N(C)C)cc4)cc3C2)cc1	-20.2%
Cc1cc2c(cc1C)NC(CC(=O)Nc1cccc(Cl)c1)C(=O)N2 (configuration not stated)	?
COc1c(C)cccc1C(=O)N1CCC2(CC1)Nc1ccccc1NC2=O	-2.0%
Cc1cccc(NC(=O)Cn2c(=O)n(-c3ccccc3)c(=O)c3c2cc(C)n3C)c1	46.7%[activator]
CC(C)S(=O)(=O)N1CCCN(C(=O)C2CC2)C(c2ccccc2)CC(=O)NCC1 (configuration not stated)	-8.5%
C[S+](=O)([O-])N1CC2(CCN(Cc3ccc(Cl)cc3)C2)Cc2ccccc21 (configuration not stated)	?
CCCC1c2nccn2CCCN1C(=O)c1cccn1C (configuration not stated)	29.4%
Cc1nc2ccn(Cc3cccnc3)c(=O)c2cc1C(=O)N1CCN(c2ccccc2F)CC1	-12.8%
CC(C)NC(=O)N1CCN(C(=O)C2CCCCC2)[C@@H](C(=O)N[C@@H](CC2CCCCC2)C(N)=O)C1	-21.4%
CN(C)C(=O)c1ccc(-c2nnc3ccc(NC(=O)C4CCC4)cn23)cc1	3.98µM*
COc1ccccc1C(=O)Nc1ccc([C@@H](O)[C@H]2COCC(=O)N2Cc2ccccc2F)cc1	i
COc1ccc(C(=O)N2CCCC(c3nc(-c4cccnc4)no3)CCNC(=O)CC2)c(OC)n1 (configuration not stated)	i
CC(C)c1noc(-c2cn(C3CCCN(C(=O)c4ccco4)C3)nn2)n1 (configuration not stated)	193.2%[activator]
Cc1ccc(-c2ccc3nnc(CNC(=O)C4CCCCC4)n3n2)cc1	9.5%
O=C(Cn1ncc2c3ccccc3n(Cc3ccc(F)cc3)c2c1=O)NCc1cccs1	-1.4%
Cc1cccc(NC(=O)Cn2ccn3nc4c(c3c2=O)CCCC4)c1	20.2%
CC(CCc1ccccc1)NC(=O)Cn1c(=O)nc(-c2ccccc2)c2cc(Cl)ccc21 (configuration not stated)	-10.1%
Cc1cccc(-n2c(=O)c3ccccc3n(Cc3ccccc3)c2=O)c1	-23.5%
CCOC(=O)N1CCc2c(sc3c2c(=O)n(Cc2ccccc2)c(=O)n3Cc2cc(C)ccc2C)C1	?
Cc1cn2nc(-c3nc(C4CCCN(C(=O)Cc5cccc(F)c5)C4)no3)cc2c(=O)[nH]1 (configuration not stated)	3.98µM*
COc1ccc(CCN2C(=O)O[C@@H]3CN(C(=O)C4CCC4)C[C@@H]32)cc1	-3.9%
Cc1cccc(CC(=O)NCCC2CCN(C(=O)Nc3ccccc3)CC2)c1	-11.5%
Cc1cc(C)c(NC(=O)CSc2nc(=O)n(Cc3cccnc3)c3c2CCC3)c(C)c1	2.4%
CN(C)S(=O)(=O)c1ccc(C(=O)N2CC(=O)Nc3ccc(Br)cc3C2c2ccc(F)cc2)cc1 (configuration not stated)	0.2%
COc1ccc(CC(=O)N[C@@H]2c3ccccc3C3(CCNCC3)[C@H]2OC)cc1	6.9%
COc1ccccc1Cc1nc(-c2nnn3c2COC(c2ccc(C)cc2)C3)no1 (configuration not stated)	7.94µM*
O=C(NCCOc1ccccc1)c1cnc2n1CCN(CC1CCOCC1)CC2	28.7%[44.1 µM]
Cc1ccc(CNC(=O)c2c(C)sc3ccn(C)c(=O)c23)cc1	?
CCCOc1ccc(CNC(=O)C(NS(=O)(=O)c2cccs2)C(C)C)cc1 (configuration not stated)	22.4%
N#Cc1cccc(NC(=O)NC[C@H]2C[C@@H]3CCN2C[C@@H]3CN2CCN(c3ccccc3)CC2)c1	?
COc1cccc(CNC(=O)CNS(=O)(=O)c2ccc3nc(C)sc3c2)c1	-3.6%
COc1ccccc1-n1cnc2cccnc21	i
COc1ccccc1CN1CCCC(CN(CCN(C)C)C(=O)c2ccccc2OC)C1 (configuration not stated)	i
Cn1nccc1CCC(=O)N1CCN(C(=O)C2CCC2)[C@@H]2CS(=O)(=O)C[C@@H]21	11.3%
O=C([C@H]1CCC[C@H](O)C1)N1CCN(c2ccnc3nncn23)CC1	-5.8%
COc1cccc(NC(=O)NC[C@H]2O[C@@H](CC(=O)N3CCN(c4ccc(F)cc4)CC3)[C@H](O)[C@@H]2O)c1	?
O=C(Nc1ccc(Cl)nc1)c1ccc2cc[nH]c2n1	?
O=C(CN1C(=O)NC2(CCOCC2)C1=O)Nc1ccc(F)cc1	19.5%
Cc1nn(C)c2nc(NCCCC3CCOC3)sc12 (configuration not stated)	0.7%
Cc1ccc(NC(=O)CN2CCN(S(=O)(=O)c3ccc(C(C)C)cc3)CC2)cc1F	0.3%

# New compounds follow
SMILES	Pf Dd2 growth
Cc1ccc(NC(=O)Cn2c(C)cc3nc4n(c(=O)c32)CCCCC4)c(C)c1	-7.5%
COc1cccc(NC(=O)CN(C)S(=O)(=O)c2ccc3nc(C)sc3c2)c1	12.5%
O=C1c2c(-c3nc(-c4ccsc4)no3)nnn2CCN1Cc1ccccc1	i
COc1ccc(NC(=O)Cc2ccc(N(Cc3cccc(F)c3)C(=O)c3ccco3)cc2)cc1	?
COc1ccc(C(=O)N[C@@H]2CCC[C@@H]2C(=O)NCc2cccnc2)cn1	6.4%
Cc1cc(C)cc(N2C(=O)N(CC(=O)c3ccc(Br)cc3)c3ccccc3S2(=O)=O)c1	?
O=C(OCc1ccccc1)N1CCC2(CC1)C(=O)NN=C2C1CC1	-7.0%[44.1 µM]
O=C(NCCc1ccccc1)N1CCC(c2noc(-c3ccccc3)n2)C1 (configuration not stated)	i[5.79 µM]
COC(=O)c1c(C)sc(-c2c(-c3ccc4c(c3)OCCO4)[nH]c3c2c(=O)n(C)c(=O)n3C)c1O	-7.4%
Fc1ccc(Nc2nc(SCc3cccc(Cl)c3)nc3ccccc23)cc1	?
Cc1cc(NC(=O)C2CCCN(S(=O)(=O)c3cccc4nsnc34)C2)ccc1Br (configuration not stated)	11.3%
COc1cccc(CNc2cc(C)nc3nc(-c4ccc(C)cc4)nn23)c1	i
CCCNC(=O)C1COC2(CCN(C(=O)c3ccco3)CC2)N1C(=O)c1ccc(F)cc1 (configuration not stated)	-6.8%
Cc1ccc(-c2noc([C@@H]3C[C@@H](O)CN3Cc3cccc(OC(F)(F)F)c3)n2)cc1F	-22.6%
O=C1CCN(S(=O)(=O)c2ccccc2)CCCN(C(=O)Cc2ccccc2)CCN1	i
CC(C)c1nnc(C2CN(C(=O)Cc3ccccc3)CC23CCOCC3)o1 (configuration not stated)	22.5%
N#C/C(=C\c1cccc(F)c1)c1nc(-c2cc3c(ccc4ccccc43)oc2=O)cs1	51.7%[activator]
O=C(c1c(F)cccc1F)N1CCCC2(C1)NC(=O)N(Cc1cccc(Cl)c1)C2=O (configuration not stated)	39.4%[activator]
COC(=O)c1ccc2nc(C[C@@H]3C[C@@H](C(C)C)[C@H](CNC4CCOCC4)C=C3C)[nH]c2c1	-20.3%
O=C(NCc1cccnc1)[C@H]1C[C@@H](O)[C@H](O)[C@@H]2N=C(Nc3ccc(Cl)cc3)S[C@@H]21	10.3%[44.1 µM]

# Four entries from above, as labelled records.
CC(CCc1ccccc1)NC(=O)Cn1c(=O)nc(-c2ccccc2)c2cc(Cl)ccc21 (configuration not stated)
  Pf Dd2 growth: -10.1%

COC(=O)c1ccc2nc(C[C@@H]3C[C@@H](C(C)C)[C@H](CNC4CCOCC4)C=C3C)[nH]c2c1
  Pf Dd2 growth: -20.3%

O=C(c1c(F)cccc1F)N1CCCC2(C1)NC(=O)N(Cc1cccc(Cl)c1)C2=O (configuration not stated)
  Pf Dd2 growth: 39.4%[activator]

COc1cccc(C(=O)N2c3ccc(C)cc3C(C)(c3ccccc3)CC2(C)C)c1 (configuration not stated)
  Pf Dd2 growth: ?

# Remaining list, next part.
SMILES	Pf Dd2 growth
CC(=O)Nc1ccc(C(=O)CSc2nnc3ccc4ccccc4n23)cc1	-14.3%
CCNC(=O)N1CCC(c2noc(-c3ccccn3)n2)C1 (configuration not stated)	25.8%[5.79 µM]
O=c1n(-c2ccncc2)nc2n1CCN(Cc1cccc3ccccc13)C2	-15.7%
CCOC(=O)c1ccc(NC(=O)C2=C(C)C(=O)OC23CCN(C(C)=O)CC3)cc1	?
Cc1cc(C)cc(-n2nnc(-c3nc(-c4ccccc4F)no3)c2C)c1	2.8%
Cc1noc([C@H]2CCN(C(=O)c3ccnn3C)C[C@H]2NC(=O)C2CC2)n1	i[5.79 µM]
O=C(COc1ccc(F)cc1)N1CCC(N2CC3CC(C2)[C@H]2CCCC(=O)N2C3)CC1 (some centres not stated)	-10.6%
CCOc1ccc(CNCc2c(C(=O)O)c(C)n(Cc3c(F)cccc3Cl)c2C)cc1OC	?
CCn1cc2nc(SCc3cccc(C(F)(F)F)c3)n(Cc3ccc(C)cc3)c(=O)c2n1	10µM*
Cc1ccc(CNC(=O)c2ccc(N3Cc4ccccc4Oc4ncccc43)s2)cc1	i
COc1ccc(NC(=O)N2[C@H]3CC[C@@H]2c2cncnc2C3)c(C)c1	19.6%
COc1ccc(NC(=O)CSC2=Nc3ccccc3C3=NC(CCC(=O)NC4CCCCC4)C(=O)N23)cc1 (configuration not stated)	43.8%[activator]
Cc1ccc(-c2ccc3nnc(CNC(=O)CCC4CCCC4)n3n2)cc1	?
Cn1cccc1CN1CCC(N2C(=O)C(OCC3CC3)C23CCCCC3)CC1 (configuration not stated)	?
c1ccc([C@@H]2CN(Cc3cccnc3)C[C@H]2COc2ccncc2)nc1	-6.2%
O=C(c1ccoc1)N1CCCCC1c1nc(CCOCC2CC2)no1 (configuration not stated)	-20.0%
COCCc1nn2c(=O)cc(COC(=O)c3cccs3)nc2s1	45.3%[5.79 µM]
c1ccc(-c2cc3ncc4c(n3n2)-c2ccccc2OC4)cc1	3.8%
O=C(Nc1ccc2c(c1)OCO2)c1cccn(Cc2ccccc2)c1=O	i
COc1cccc(-c2nc(CSCC(=O)NCCc3ccc(Cl)cc3)c(C)o2)c1	?
O=C(COc1ccccc1-c1nnc(-c2ccccc2)o1)Nc1ccc(Br)cc1F	46.2%[activator]
CC1(C)Cc2nc(C(C)(C)C)ncc2C(NC(=O)CCCN2CCCC2=O)C1 (configuration not stated)	-12.7%
COc1ccc(C)cc1NC(=O)CN1CCN(S(=O)(=O)c2ccc(Br)cc2)CC1	?
O=C(Cc1ccccc1)N1CCCC(c2nn(-c3ccc(Cl)cc3)c(=O)[nH]2)C1 (configuration not stated)	?
CN(Cc1nccn1C)Cc1c(C(=O)N2CCCCC2)nc2sccn12	-24.5%
Cc1ccc(CCNC(=O)C2CC(=O)N(CCc3ccc(C)cc3)C2)cc1 (configuration not stated)	i
CCn1c(=O)cc(OCC(=O)NCc2ccccc2OC)c2ccccc21	?
O=C(CCC(=O)N1Cc2ccccc2Oc2ncccc21)NCc1cccc(Cl)c1	13.1%[5.79 µM]
COc1cccc(-c2ncnn2-c2sc3c(c2C#N)CCCCC3)c1OC	98.6%[activator]
Cc1cc(C)cc(N2CCC(NC(=O)c3ccc4[nH]ccc4c3)C2=O)c1 (configuration not stated)	-22.6%
CCOC(=O)c1cc(-c2ccc(OC)cc2)n(CCC(=O)Nc2ccc(OC)cc2OC)c1C	?
COCC(=O)NC[C@H]1O[C@H](Cc2cc(-c3ccc(F)cc3)on2)CC[C@@H]1O	14.1µM*
Cc1ccc2[nH]c(CN3CCNCC(C(=O)O)C3)nc2c1C (configuration not stated)	-12.9%
CC(=O)NC[C@H]1C[C@@H]2CCN1C[C@@H]2c1cc(-c2ccc3ccccc3c2)nn1C	i
COc1cccc(C(O)c2nc(C(=O)Nc3ccc(OC)c(OC)c3)c(C)o2)c1 (configuration not stated)	i
COc1ccc(C(=O)N2CC(Oc3ccccc3-c3nc(-c4ccccc4)no3)C2)cc1	0.891µM*

# Screening data: PubChem BioAssay, National Center for Advancing Translational Sciences (NCATS)
